Bioassay records (PubChem BioAssay)
TLR9-MyD88 block – blocks human TLR9 binding to MyD88; Q9NR96+Q99836; CHO BLA complementation TLR9-MyD88, CCF4 FRET ratio; inhibition, % at 4.98 µM; 340,000 compounds, 0.21% hits; AID 504734;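 active means inhibition above the mean over all tested compounds plus 3 SD, cut at about 21% in these data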;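 further: 0% = DMSO only wells and 100% = clavulanate BLA inhibitor control wells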
NCOA3 inh – inhibitors of human steroid receptor coactivator 3 (SRC3); Q9Y6Q9; HEK293 GAL4-SRC3 luciferase reporter, luminescence; inhibition, % at 3.6 µM; 360,000 compounds, 0.17% hits; AID 588352;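 active means inhibition above a per-campaign cutoff, the mean of all compounds plus 3 SD, cut at about 60% in these data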;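 further: 0% = DMSO-treated cells and 100% = gossypol-treated cells at 36 µM; higher means less SRC3-driven luciferase light from the GAL4 reporter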
MC4R antag cAMP – blocks human MC4R cAMP signaling. MC4R-expressing cells, MTII-stimulated cAMP, LANCE TR-FRET. inhibition, % at 6.5 µM. 360,000 compounds, 0.48% hits;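 active means inhibition above its plate's cutoff, the mean of tested wells on that plate plus 3 SD, cut at about 29% in these data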;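 further: 0% = Melanotan II alone and 100% = Melanotan II plus saturating MCL0020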
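system = U2OS cells with stable human MC4R expression | also added = Melanotan II challenge after compound preincubation | dosing = one concentration, 6.5 µM nominal | incubation = compound 30 min, challenge 1 h, detection 1 h | measured by = TR-FRET with Eu-cAMP and labeled anti-cAMP, 671 nm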
SRC2 inh – human SRC2 (NCOA2) inhibition; HEK293 GAL4-SRC2 luciferase reporter, luminescence; inhibition, % at 9 µM; 370,000 compounds, 0.17% hits; AID 651957;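 active means inhibition above the mean inhibition of all tested compounds plus 3 SD, set per campaign, cut at about 52% in these data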;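 further: 0% = DMSO treated cells and 100% = cells given Gossypol at 36 µM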
SRC1 inh – inhibits human SRC1 coactivator | 360,000 compounds, 0.12% hits | HEK293 GAL4-SRC1 luciferase reporter, luminescence | Q15788 | inhibition, % at 3.6 µM | AID 588354;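 active means inhibition above the campaign mean plus 3 SD, with each screening campaign given its own cutoff, cut at about 60% in these data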;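 further: 0% = DMSO treated cells and 100% = gossypol at 36 µM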
LMP1 NFkB inh – reduces LMP1-driven NF-kappaB luciferase signal; LMP1-induced NF-kappaB luciferase reporter cells, luminescence; inhibition, % at 12.5 µM; 350,000 compounds, 0.69% hits; AID 504558; in the data active means inhibition above about 41%;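 further: 0% = neutral control wells and 100% = reference inhibitor control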
COUP-TFII inh – NR2F2 (human) inhibition, primary screen; P24468; HEK293T NGFI-A luciferase reporter, luminescence; inhibition, % at 8.6 µM; 370,000 compounds, 0.7% hits; AID 686940;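 active means inhibition above a per-plate cutoff, mean inhibition of test wells between control levels plus 3 SD, cut at about 38% in these data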;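 further: cells cotransfected with COUP-TFII expression vector driving the NGFI-A reporter; 0% = median of COUP-TF2 test wells and 100% = reporter-only cells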
ABHD5-PLIN5 inh – inhibitors of human ABHD5-perilipin-5 interaction. Q00G26+Q8WTS1. Split G. princeps luciferase complementation, luminescence, 4 h. inhibition, % at 4 µM. 360,000 compounds, 0.78% hits. AID 602281;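 active means inhibition above the mean inhibition across every tested compound plus 3 SD, cut at about 22% in these data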;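 further: 0% = DMSO only wells and the 100% control is not disclosed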
NR5A2 inv ag – suppresses constitutive activity of human LRH-1 | O00482 | HEK293T StAR-luciferase reporter, LRH-1 transfected, 24 h | inhibition, % at 3.6 µM | 360,000 compounds, 0.13% hits | AID 602396;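 active means inhibition above the mean inhibition of all tested compounds plus 3 SD, cut at about 73% in these data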;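 further: 0% = DMSO wells and 100% = reporter-only cells lacking LRH-1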
Target sequence (O00482 whole entry, looked up): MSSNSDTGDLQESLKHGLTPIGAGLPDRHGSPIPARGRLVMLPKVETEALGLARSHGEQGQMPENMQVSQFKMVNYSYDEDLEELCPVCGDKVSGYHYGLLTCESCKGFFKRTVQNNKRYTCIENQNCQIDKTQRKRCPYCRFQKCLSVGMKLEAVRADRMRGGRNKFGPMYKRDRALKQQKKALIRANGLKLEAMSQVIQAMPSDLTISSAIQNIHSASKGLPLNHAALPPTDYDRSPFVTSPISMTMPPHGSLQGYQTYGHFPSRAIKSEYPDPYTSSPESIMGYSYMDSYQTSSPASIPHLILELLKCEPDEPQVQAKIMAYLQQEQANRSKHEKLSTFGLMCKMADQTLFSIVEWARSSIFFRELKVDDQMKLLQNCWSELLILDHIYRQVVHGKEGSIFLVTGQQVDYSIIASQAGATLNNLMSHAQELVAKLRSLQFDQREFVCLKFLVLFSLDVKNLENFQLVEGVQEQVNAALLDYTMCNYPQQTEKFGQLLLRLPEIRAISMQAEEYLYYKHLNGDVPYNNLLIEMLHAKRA
NOD2 RIPK2 PPI – blocks binding of human NOD2 to RIPK2. AID 624267. CHO BLA complementation NOD2-RIPK2, CCF4 ratio. inhibition, % at 4.98 µM. 360,000 compounds, 0.38% hits; in the data active means inhibition above about 21%;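 further: 0% = vehicle only and 100% = reference blocker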
Target sequence (O43353 whole entry, looked up): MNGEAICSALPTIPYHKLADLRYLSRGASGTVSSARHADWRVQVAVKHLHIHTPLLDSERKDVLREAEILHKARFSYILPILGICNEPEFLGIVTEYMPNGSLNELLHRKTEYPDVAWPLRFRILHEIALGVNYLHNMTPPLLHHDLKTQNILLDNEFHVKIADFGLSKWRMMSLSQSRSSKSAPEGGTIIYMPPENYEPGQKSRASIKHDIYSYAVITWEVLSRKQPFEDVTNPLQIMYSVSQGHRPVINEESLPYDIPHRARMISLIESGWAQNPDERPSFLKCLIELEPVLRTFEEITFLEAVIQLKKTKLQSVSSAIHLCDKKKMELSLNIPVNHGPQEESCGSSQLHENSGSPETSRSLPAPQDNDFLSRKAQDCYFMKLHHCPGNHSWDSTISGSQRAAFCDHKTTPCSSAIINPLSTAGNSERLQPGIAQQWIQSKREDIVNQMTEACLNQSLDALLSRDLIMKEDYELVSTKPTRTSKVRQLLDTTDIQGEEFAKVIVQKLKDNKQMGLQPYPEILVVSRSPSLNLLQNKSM
MC4R barr agon – activates human MC4R beta-arrestin recruitment. U2OS MC4R beta-arrestin complementation, luminescence; percent of melanotan II response, DMSO zero. 360,000 compounds, 0.98% hits. activation, % at 8.9 µM. P32245;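 active means activation above a per-plate cutoff, the mean activation of sample wells on that plate plus 3 SD, cut at about 8% in these data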
Numbers without * were called inactive; x = not tested or not shown.

SMILES	TLR9-MyD88 block	NCOA3 inh	MC4R antag cAMP	SRC2 inh	SRC1 inh	LMP1 NFkB inh	COUP-TFII inh	ABHD5-PLIN5 inh	NR5A2 inv ag	NOD2 RIPK2 PPI	MC4R barr agon
CCC1(c2ccccc2)NC(=O)N(CC(=O)Nc2cc(Cl)ccc2N2CCOCC2)C1=O (configuration not stated)	-5	-8	3	-20	0	-8	-1	-8	-6	-10	-0.9
CCc1cc2c(=O)c(-c3nc4ccccc4[nH]3)coc2c(CN2CCCCC2)c1O	7	-15	6	-17	7	-8	20	-5	-13	1	-0.9
CC(=O)c1cccc(N=c2scc(-c3ccc(S(=O)(=O)N4CCOCC4)cc3)n2CCO)c1	-7	54	2	-5	26	33	60*	-4	46	0	-1.3
O=C(O)c1cccc(-c2noc(-c3cccc(Cl)c3)n2)c1	-8	-119	4	-53	-107	80*	-52	-4	-137	-6	0.1
O=C(CNC(=O)C12CC3CC(CC(C3)C1)C2)NC1=NCCS1	5	-10	1	2	6	-2	4	-5	3	5	-0.6
O=C(COC(=O)c1ccc(Cl)nc1)Nc1c(Cl)cccc1C(F)(F)F	-4	12	-2	12	1	-9	7	11	0	9	-3.0
O=C(Nc1ccc2c(c1)OCO2)c1nn(-c2ccccc2)c(=O)c2ccccc12	-4	3	6	1	-5	4	14	-3	4	-5	11*
COc1ccccc1C(=O)NC1CC2CCC(C1)N2Cc1ccccc1 (configuration not stated)	-3	-2	8	7	-20	-10	2	2	-3	5	-0.7
Cc1ccc(C(=O)CSc2nc3ccccc3c(=O)[nH]2)cc1C	-2	-3	0	-18	-4	1	-9	-2	2	-5	-2.7
COc1ccc(C)cc1N(C(=O)c1snc(C(N)=O)c1N)C(C(=O)NC1CCCCC1)c1ccc(C)o1 (configuration not stated)	1	12	5	-15	-2	1	-9	14	-5	-2	-0.8
Cc1nccc2[nH]c(=O)c(C(=O)NC3CCCCC3C)cc12 (configuration not stated)	12	-22	-2	-27	-11	4	-14	-1	21	3	-1.4
CN(c1ccccc1N(C)S(=O)(=O)c1ccccc1)S(=O)(=O)c1ccccc1	3	15	0	1	10	-3	6	4	6	7	-0.5
Cc1nnc2n1N=C(c1ccc(F)cc1F)CS2	8	-8	11	3	-16	-1	2	7	-6	-10	-0.8
CC(C)(C)C1=C(C#N)C(c2cccnc2)C(C#N)=C(N)O1 (configuration not stated)	-4	-7	6	9	-7	-9	-3	-2	-3	9	-0.4
COCCNC(=O)C(OC(=O)c1nsc(Cl)c1Cl)C(C)C (configuration not stated)	-12	9	8	-2	-3	3	4	1	-9	-1	-2.7
COc1ncnc2c1ncn2CCCN[C@H](C)c1cccc2ccccc12	-15	5	8	-8	-26	20	-8	-4	-24	-5	3.0
O=C(Cn1c(CN2CCCCC2)nc2ccccc2c1=O)NC1CCCCC1	-3	-7	16	-3	1	-6	-7	-10	-10	3	1.2
COc1ccc2c(c1)CCC/C2=N/OC(=O)c1ccccc1OC	6	22	-9	-3	21	-1	17	10	-1	4	1.4
Cc1cc(C(F)F)nn1CC(=O)NCc1ccccc1F	0	10	2	-31	-6	-1	11	11	-1	5	1.6
COc1ccc(C(=O)N(Cc2ccccc2)Cc2cc3cc4c(cc3[nH]c2=O)OCCO4)cc1	-4	-7	-3	7	-4	17	7	-6	-5	7	-1.2
O=C(O)COc1ccccc1/C=N/NC(=O)CN1CCN(S(=O)(=O)c2ccc(Br)cc2)CC1	-2	18	26	9	-10	-4	-10	1	-2	-12	0.4
COc1cc(N)c(Cc2nccc3cc(OC)c(OC)cc23)cc1OC	-2	0	15	-2	-5	2	12	-3	0	-10	-2.4
CC(C)(C)C(=O)c1c(N)[nH]c(C(=O)c2ccccc2)c1-c1ccc(Cl)cc1	x	x	x	5	x	x	-13	2	-4	-19	x
COC(=O)C1CCN(c2cc(=O)n(C3CCCCC3)c(=O)[nH]2)CC1	-1	-6	14	-3	-14	2	-4	2	3	-12	-1.0

Part of the list above, bar-delimited.
Structure | TLR9-MyD88 block | NCOA3 inh | MC4R antag cAMP | SRC2 inh | SRC1 inh | LMP1 NFkB inh | COUP-TFII inh | ABHD5-PLIN5 inh | NR5A2 inv ag | NOD2 RIPK2 PPI | MC4R barr agon
CC(C)(C)C1=C(C#N)C(c2cccnc2)C(C#N)=C(N)O1 (configuration not stated) | -4 | -7 | 6 | 9 | -7 | -9 | -3 | -2 | -3 | 9 | -0.4
COCCNC(=O)C(OC(=O)c1nsc(Cl)c1Cl)C(C)C (configuration not stated) | -12 | 9 | 8 | -2 | -3 | 3 | 4 | 1 | -9 | -1 | -2.7
COc1ncnc2c1ncn2CCCN[C@H](C)c1cccc2ccccc12 | -15 | 5 | 8 | -8 | -26 | 20 | -8 | -4 | -24 | -5 | 3.0
O=C(Cn1c(CN2CCCCC2)nc2ccccc2c1=O)NC1CCCCC1 | -3 | -7 | 16 | -3 | 1 | -6 | -7 | -10 | -10 | 3 | 1.2
COc1ccc2c(c1)CCC/C2=N/OC(=O)c1ccccc1OC | 6 | 22 | -9 | -3 | 21 | -1 | 17 | 10 | -1 | 4 | 1.4
Cc1cc(C(F)F)nn1CC(=O)NCc1ccccc1F | 0 | 10 | 2 | -31 | -6 | -1 | 11 | 11 | -1 | 5 | 1.6

Additional records follow:
SMILES	TLR9-MyD88 block	NCOA3 inh	MC4R antag cAMP	SRC2 inh	SRC1 inh	LMP1 NFkB inh	COUP-TFII inh	ABHD5-PLIN5 inh	NR5A2 inv ag	NOD2 RIPK2 PPI	MC4R barr agon
CCOC(=O)c1c(NC(=O)CSc2nnc(-c3ccccc3C)n2C)sc(C(C)=O)c1C	-1	4	7	-1	4	6	11	4	11	6	-2.0
C=CCC[C@H](Cc1ccc(F)cc1)C(=O)OC[C@H](C)NC(=O)[C@H](CC=C)CC(=O)NCCO	4	-6	6	-27	-16	-4	0	1	4	-20	-1.2
O=C(CSc1nc(=O)n(CCN2CCOCC2)c2c1CCCC2)Nc1ccc([N+](=O)[O-])cc1	-1	-1	23	-6	5	-1	-17	-8	24	3	0.8
Cn1c(=O)c2cc(S(=O)(=O)NC(Cc3ccccc3)C(=O)NCC3CCCO3)ccc2n(C)c1=O (configuration not stated)	-4	-6	6	7	9	-23	-15	-3	-20	-13	-2.2
Cc1cccc[n+]1CC(=O)c1ccccc1	-2	12	6	-1	0	-4	-23	3	0	-10	1.6
Cc1ccc(C(=O)N2CC(=O)Nc3ccc(C)cc3C2c2ccccc2)cc1 (configuration not stated)	-2	6	2	4	2	-4	4	15	0	-3	-0.1
CCOc1ccccc1OCC(=O)O	-3	-10	2	-21	-7	5	1	-5	6	-5	1.8
CC(C)c1nnc(NC(=O)CCC(=O)Nc2ccc(Cl)cc2)s1	-11	-1	4	-7	11	1	3	-4	-10	-1	-2.2
O=C(CSc1nnc(Cc2cc(=O)[nH]c(=O)[nH]2)n1-c1ccccc1)N1CCCC1	-7	-4	1	4	6	-12	-8	2	15	-11	-2.6
CC(C)CNC(=O)C1(C)CCCCCN1C(=O)c1cc(C#N)cs1 (configuration not stated)	x	1	3	11	-14	x	-12	5	6	-11	0.4
CCOc1ccc2nc(SCC(=O)N3c4ccccc4Sc4ccccc43)sc2c1	-1	10	-3	13	-14	13	-19	1	18	-6	-2.5
Cc1cccc(C(=O)Oc2c(Br)cc(Br)cc2/C=N/NC(=O)c2ccncc2)c1	8	13	16	-3	0	-5	6	-6	14	-7	1.3
CCCOc1ccc(/C=N/NC(=O)c2ccc3c(c2)OCO3)c(OCCC)c1	8	-9	6	-39	-5	-2	8	5	16	-1	0.4
COc1ccc(-c2cc(C(F)(F)F)nc(SCC(=O)Nc3ccc4c(c3)OCO4)n2)cc1OC	0	11	-3	-1	-34	-2	-18	4	6	-4	-1.8
CCOC(=O)N1CCN(c2cc(NCCO)c([N+](=O)[O-])c3nonc23)CC1	10	7	2	-12	-1	-4	-10	-6	8	9	-2.5
C/C(CC(=O)Nc1cccnc1)=N\NC(=O)C(C)Oc1ccc(Cl)cc1Cl (configuration not stated)	0	22	-2	2	-2	4	12	0	10	5	-4.1
CC(C)C[C@H]1CN(CCCC[C@H]2CNC(=O)C(=O)N2CC2CCCCC2)C(=O)C(=O)N1Cc1ccccc1	x	x	x	-19	x	x	6	1	-6	3	x
COc1ccc2cc(C(C)C(=O)NC3CCC(O)CC3)ccc2c1 (configuration not stated)	-4	1	-1	-28	-14	-7	10	-1	4	-8	-1.5
CC(C)(C)NC(=O)CN(C(=O)Cn1nnc(-c2ccccc2F)n1)c1cccc2c1CCCC2	4	10	7	-4	2	-10	16	6	21	-9	3.0
O=C(NC1CCCCC1)C(c1ccc(Cl)cc1)N(C(=O)c1cnccn1)c1ccc2c(c1)OCO2 (configuration not stated)	-2	9	6	-7	-12	8	-7	-1	8	2	-2.0
Nc1ccc(C(=O)C(=O)c2ccc(N)cc2)cc1	2	-8	-1	3	18	-7	2	3	0	-16	0.8
CSc1ncccc1C(=O)OCC(=O)Nc1ccc(N2CCOCC2)cc1	0	-11	9	15	-6	-3	-6	1	-6	-3	-0.9
COc1ccccc1CNc1cc(C)ccc1C	-2	11	4	11	-4	1	6	0	8	-2	1.1
O=C(O)CN(Cc1ccccc1)S(=O)(=O)c1ccc(F)cc1	-6	5	8	9	-2	-1	-13	-7	2	-10	-2.0
COC(=O)CCC(=O)Nc1cc(Cl)cc(Cl)c1	4	9	-7	19	-5	-7	7	-1	3	-8	0.5
CCN1CCCC(OC(=O)Nc2ccccc2)C1 (configuration not stated)	-6	-7	1	4	-4	2	19	-3	-2	-9	-1.4
CC(C)(C)OC(=O)NC(CCNC=C1C(=O)OC(C)(C)OC1=O)C(=O)O (configuration not stated)	9	17	0	-35	4	1	-3	-1	11	-11	-0.2

Entries of single compounds, quoted from the list:
O=C(O)CN(Cc1ccccc1)S(=O)(=O)c1ccc(F)cc1 as listed: TLR9-MyD88 block = -6; NCOA3 inh = 5; MC4R antag cAMP = 8; SRC2 inh = 9; SRC1 inh = -2; LMP1 NFkB inh = -1; COUP-TFII inh = -13; ABHD5-PLIN5 inh = -7; NR5A2 inv ag = 2; NOD2 RIPK2 PPI = -10; MC4R barr agon = -2.0
C/C(CC(=O)Nc1cccnc1)=N\NC(=O)C(C)Oc1ccc(Cl)cc1Cl (configuration not stated) as listed: TLR9-MyD88 block = 0; NCOA3 inh = 22; MC4R antag cAMP = -2; SRC2 inh = 2; SRC1 inh = -2; LMP1 NFkB inh = 4; COUP-TFII inh = 12; ABHD5-PLIN5 inh = 0; NR5A2 inv ag = 10; NOD2 RIPK2 PPI = 5; MC4R barr agon = -4.1
CC(=O)c1cccc(N=c2scc(-c3ccc(S(=O)(=O)N4CCOCC4)cc3)n2CCO)c1 as listed: TLR9-MyD88 block = -7; NCOA3 inh = 54; MC4R antag cAMP = 2; SRC2 inh = -5; SRC1 inh = 26; LMP1 NFkB inh = 33; COUP-TFII inh = 60*; ABHD5-PLIN5 inh = -4; NR5A2 inv ag = 46; NOD2 RIPK2 PPI = 0; MC4R barr agon = -1.3

These rows are one share of the data (hit frequency here may not be typical).
